Bioassay records as filed in PubChem BioAssay.
ALOX12 inhib – 12-hLO (ALOX12) enzyme inhibition; 150,000 compounds, 0.12% hits; P18054; purified 12-hLO, xylenol orange hydroperoxide absorbance; Potency, µM (titrated, usually from 57.1 µM), without a hit: top-dose activity change, negative = inhibition, actives largely listed as inhibitors; note: potency is the fitted concentration of half-maximal effect; nearly all actives have a fitted effect of over 55% in size; many of its hits are not listed in these tables
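Purified human 12hLO (150 nM), preincubated 15 min with compound, then 40 uM arachidonic acid for 30 min, room temperature, Hepes pH 7.0 with 0.01% Triton X-100. Hydroperoxide detected by ferrous iron/xylenol orange; 573/405 nm absorbance ratio gives reaction progress.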
IMPase cell inh – cell-permeable inhibitors of inositol monophosphatase (IMPase); CHO-M1 cells, IP1 accumulation, HTRF TR-FRET ratio; 120,000 tested, under 10 active; P97697; inhibition (IP1 accumulation), % at 46.1 µM; active = well fitted curve in the direction sought with a large enough effect in the signal ratio, not every such curve was filed as active; inconclusive = small, poorly fitted or top-dose-only effect, or a change in a side signal; inactive = no such curve, though single readings can be large or run the other way; the % refers to the signal ratio;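 note: cells stimulated with carbachol in lithium chloride buffer; plate controls were DMSO basal wells for no effect and reference inhibitor wells for full effect; higher means more IMPase inhibition seen as more IP1 and lower FRET ratio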
Target sequence (P97697 whole entry, looked up): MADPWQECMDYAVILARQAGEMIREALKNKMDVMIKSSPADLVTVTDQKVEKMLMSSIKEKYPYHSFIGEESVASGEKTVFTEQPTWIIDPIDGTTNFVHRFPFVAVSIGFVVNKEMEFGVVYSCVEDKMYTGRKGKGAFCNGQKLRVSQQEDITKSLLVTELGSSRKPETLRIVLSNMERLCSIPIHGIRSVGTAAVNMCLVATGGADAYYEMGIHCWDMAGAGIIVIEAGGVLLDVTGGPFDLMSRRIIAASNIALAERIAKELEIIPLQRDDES
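Seeded CHO-M1 cells were dosed with compound at up to 46 uM, stimulated with carbachol for 30 min, then lysed in IP-One detection reagents. Higher IP1 lowers the TR-FRET signal.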
ALOX15B inhib – blocks human 15-lipoxygenase 2 activity | purified 15hLO-2, xylenol orange hydroperoxide absorbance | Potency, µM (doses to about 57.1 µM), for the others: at the highest dose activity change, negative = inhibition, usual class: inhibitors | 110,000 compounds, 0.56% hits; note: potency is the fitted concentration of half-maximal effect; nearly all actives have a fitted effect of over 60% in size; many of its hits are not listed in these tables
Target sequence (O15296 whole entry, looked up): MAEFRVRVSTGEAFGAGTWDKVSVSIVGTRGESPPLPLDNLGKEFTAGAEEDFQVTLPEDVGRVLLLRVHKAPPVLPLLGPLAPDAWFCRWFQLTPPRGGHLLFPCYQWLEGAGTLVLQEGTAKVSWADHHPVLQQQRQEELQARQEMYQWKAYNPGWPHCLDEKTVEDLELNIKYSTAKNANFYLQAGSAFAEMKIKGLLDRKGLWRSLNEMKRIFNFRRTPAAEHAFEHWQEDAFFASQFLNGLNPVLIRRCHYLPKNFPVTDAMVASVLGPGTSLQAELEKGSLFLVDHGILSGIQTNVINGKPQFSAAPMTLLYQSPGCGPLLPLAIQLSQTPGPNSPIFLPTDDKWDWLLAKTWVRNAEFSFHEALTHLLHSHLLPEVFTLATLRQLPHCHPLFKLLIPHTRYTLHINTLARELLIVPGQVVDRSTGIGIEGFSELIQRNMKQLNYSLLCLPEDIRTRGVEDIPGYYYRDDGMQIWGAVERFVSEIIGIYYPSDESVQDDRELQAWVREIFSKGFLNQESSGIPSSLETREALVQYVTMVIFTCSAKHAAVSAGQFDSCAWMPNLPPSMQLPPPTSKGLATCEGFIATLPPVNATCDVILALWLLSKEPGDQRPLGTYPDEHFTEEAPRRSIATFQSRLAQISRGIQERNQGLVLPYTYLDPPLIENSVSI
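Read-out: hydroperoxide product oxidises ferrous iron, measured as xylenol orange complex via the 573-to-405 nm absorbance ratio after 30 min. Reaction: 50 nM enzyme, 15 min compound preincubation, 45 uM arachidonic acid, 90 min RT, Hepes pH 7.5 with Triton X-100.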
PNC assembly inh – blocks assembly of the perinucleolar compartment | PC3M PTB-GFP, PNC prevalence imaging, 16 h; stronger effect = lower value | activity change (PNC), negative = inhibition, % at 10 µM | 140,000 compounds, 3.1% hits;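 active = readout at or below -70, meaning at least 70% loss of cells showing the perinucleolar compartment, a nuclear body marking cancer cells; inconclusive = readout between -30 and a set limit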;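 note: plate controls were DMSO wells for no effect and camptothecin positive control wells for full effect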
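Compounds are pinned in duplicate onto adhered PC3M cells stably expressing GFP-tagged PTB and incubated 16 h at 37 C. Cells are then fixed, nuclei stained with Hoechst, and PNC-positive cells counted.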
The depositor's hits bear a star; ? = inconclusive; · = not tested or not shown; [ ] = dose if it differs, or a comment. Unless noted, calls come from the whole dose curve; as a rule, active = well fitted curve in the direction sought with a large enough effect; inconclusive = small, poorly fitted or top-dose-only effect, or another doubt; inactive = no such curve, though single readings can be large; an effect the other way counts as inactive or inconclusive. Unless noted, % is set by controls: 0 for no effect and ±100 for the full control effect. Not all compounds are listed; the hit share may differ from the screen's.

Start of the listing, in advance (14 entries):
SMILES | ALOX12 inhib | IMPase cell inh | ALOX15B inhib | PNC assembly inh
COc1cc2c(cc1OC)/C(=C/C#N)NC(C)(C)C2 | -5% | 10 | -9% | ?
O=C(CCCOc1ccccc1)Nc1cccnc1 | 0% | 3 | · | 27
N#Cc1cccc(NC(=O)Nc2cccs2)c1 | -9% | -6 | -22% | ?
CN1/C(=C/C=N/NC(=O)c2ccc([N+](=O)[O-])cc2)C(C)(C)c2ccccc21 | 0% | · | · | ?
O=C(/C=C/c1ccc(O)c(O)c1)OCCc1ccccc1 | ? | · | 10µM* | ·
O=S(=O)(NCC1CCCO1)c1cc(Cl)ccc1Cl (stereo not drawn) | 2% | -1 | -3% | -20
FC(F)(F)COc1nc(N2CCOCC2)nc(N(c2ccccc2)c2ccccc2)n1 | -1% | 17 | · | -16
CCN(CC)C(=O)CN(c1cccc(C(F)(F)F)c1)S(C)(=O)=O | 4% | 3 | -1% | 37
Cc1ccc(Oc2ccc(Cl)cc2NC(=O)c2cnccn2)cc1 | 7% | -3 | 12% | 17
COc1cccc(C(=O)c2c[nH]c(C(=O)NCc3ccco3)c2)c1 | 4% | 3 | 7% | ?
Cc1ccccc1N1CCN(Cc2cccc(C(=O)O)c2)CC1 | -1% | 6 | -4% | 5
CCc1nnc(NC(=O)CSc2nnc(C)n2CC2CCCO2)s1 (stereo not drawn) | 2% | -4 | -4% | -3
CCCN(CCC)S(=O)(=O)c1ccc(C(=O)NCc2ccc3c(c2)OCO3)cc1 | -5% | 6 | 5% | 3
Cc1cccc2cc(CN(C(=O)c3cccs3)c3ccccc3)c(=O)[nH]c12 | -4% | · | · | 30

The listing, repeating the preview:
SMILES | ALOX12 inhib | IMPase cell inh | ALOX15B inhib | PNC assembly inh
COc1cc2c(cc1OC)/C(=C/C#N)NC(C)(C)C2 | -5% | 10 | -9% | ?
O=C(CCCOc1ccccc1)Nc1cccnc1 | 0% | 3 | · | 27
N#Cc1cccc(NC(=O)Nc2cccs2)c1 | -9% | -6 | -22% | ?
CN1/C(=C/C=N/NC(=O)c2ccc([N+](=O)[O-])cc2)C(C)(C)c2ccccc21 | 0% | · | · | ?
O=C(/C=C/c1ccc(O)c(O)c1)OCCc1ccccc1 | ? | · | 10µM* | ·
O=S(=O)(NCC1CCCO1)c1cc(Cl)ccc1Cl (stereo not drawn) | 2% | -1 | -3% | -20
FC(F)(F)COc1nc(N2CCOCC2)nc(N(c2ccccc2)c2ccccc2)n1 | -1% | 17 | · | -16
CCN(CC)C(=O)CN(c1cccc(C(F)(F)F)c1)S(C)(=O)=O | 4% | 3 | -1% | 37
Cc1ccc(Oc2ccc(Cl)cc2NC(=O)c2cnccn2)cc1 | 7% | -3 | 12% | 17
COc1cccc(C(=O)c2c[nH]c(C(=O)NCc3ccco3)c2)c1 | 4% | 3 | 7% | ?
Cc1ccccc1N1CCN(Cc2cccc(C(=O)O)c2)CC1 | -1% | 6 | -4% | 5
CCc1nnc(NC(=O)CSc2nnc(C)n2CC2CCCO2)s1 (stereo not drawn) | 2% | -4 | -4% | -3
CCCN(CCC)S(=O)(=O)c1ccc(C(=O)NCc2ccc3c(c2)OCO3)cc1 | -5% | 6 | 5% | 3
Cc1cccc2cc(CN(C(=O)c3cccs3)c3ccccc3)c(=O)[nH]c12 | -4% | · | · | 30
Cc1ccc(SCc2cn3cccnc3n2)cc1 | -4% | 1 | -9% | -29
O=C(CSc1nc(-c2ccccc2)cc(=O)[nH]1)Nc1ccccn1 | -3% | -5 | 0% | -18
CC(C)CNS(=O)(=O)c1cc(C(=O)OCC(=O)c2ccc3c(c2)OCCO3)c(Cl)cc1Cl | 2% | · | · | -25
Cc1cc(NC(=O)CCc2ccccc2)c([N+](=O)[O-])cc1C | -4% | · | · | 3
Cn1cnc2cc(NS(=O)(=O)c3ccc(Br)cc3)ccc21 | -16% | -13 | 41%[activator] | 21
Cc1ccc(COCC(CC(C)C)N2CCN(C(=O)c3cccc(C(F)(F)F)c3)CCC2=O)cc1 (stereo not drawn) | -4% | · | · | 73
COc1cc(-c2nnc(SCC(=O)Nc3cc(C)on3)n2C)cc(OC)c1O | 1% | 5 | -1% | -8
O=C(C1=NN[C@@H]2C(=O)N(c3cccc(F)c3)C(=O)[C@H]12)C(c1ccccc1)c1ccccc1 | -7% | -11 | · | ?
O=C(CSc1cn(CCNC(=O)c2cccs2)c2ccccc12)NC1CCCC1 | 0% | 6 | -6% | -16
CC(=O)c1cccc(NC(=O)C(Sc2ncnc3ccccc23)c2ccccc2)c1 (stereo not drawn) | -1% | 7 | · | -25
C[N+]1(CCOS(=O)C23CC4CC(CC(C4)C2)C3)CCOCC1 (stereo not drawn) | -1% | 8 | -2% | ?

(listing goes on)
SMILES | ALOX12 inhib | IMPase cell inh | ALOX15B inhib | PNC assembly inh
CCN1C(=O)CC(NCc2ccc3c(c2)OCO3)C1=O (stereo not drawn) | -6% | 9 | -2% | 45
Cc1cc(C)nc(N2CCC(CNC(=O)CCc3ccccc3)CC2)n1 | 3% | 16 | 3% | ?
Cc1ccc(C)c(S(=O)(=O)N2CCC(c3nc4c(nnn4Cc4ccc(F)cc4)c(=O)[nH]3)CC2)c1 | -8% | 2 | -13% | -20
CCOc1ccccc1C(=O)Nc1ccccc1O | -5% | 6 | -8% | 35
CC(C)C(c1nnnn1CC1CCCO1)N1CCN(Cc2ccc3c(c2)OCO3)CC1 (stereo not drawn) | 1% | -7 | 6% | 4
Cc1csc(N(C(=O)Cc2ccccc2F)c2ccccc2)n1 | 1% | 0 | · | ?
COc1ccc(-c2cc(C(=O)NCC(C)C)no2)cc1 | 1% | 0 | -3% | 4
CCOC(=O)c1c(C)nc2c(C#N)cnn2c1C | 3% | 11 | -2% | 26
COc1cc(C2C(C(C)=O)=C(O)C(=O)N2c2ccc(C)cc2)ccc1O (stereo not drawn) | 15% | 2 | 6% | ?
Cc1cccc(N(CC(O)CON=C2c3ccccc3-c3ccccc32)S(C)(=O)=O)c1 (stereo not drawn) | -4% | 3 | -9% | 4
COC(=O)CSc1nnc(C2COc3ccccc3O2)n1-c1ccccc1 (stereo not drawn) | -7% | 1 | -3% | 19
COc1ccc(OCc2n[nH]c(=S)o2)cc1 | 3% | 4 | 1% | ?
CC(=O)c1cnc2c(-c3cccc(Br)c3)cnn2c1C | 4% | · | · | -13
O=C(CNC(=S)N(CCCN1CCOCC1)Cc1cccs1)NC1CCCCCCC1 | 1% | · | · | -17
COc1ccc(C(c2nnnn2C2CCCC2)N2CCC(C)CC2)cc1 (stereo not drawn) | -4% | ? | 2% | 9
Cc1ccc(-c2nnc(Cc3ccc(Cl)cc3)o2)cc1 | ? | 3 | 4% | ?
Cc1ccc(C(=O)N2CCN(c3cc4c(cc3[N+](=O)[O-])n(C)c(=O)n4C)CC2)cc1 | -3% | ? | 4% | ?
CCOc1ccc(-c2c(=O)n(OCc3ccc([N+](=O)[O-])cc3)c3ccccc3[n+]2[O-])cc1 | -9% | -1 | · | 42
Cc1cc(C)cc(OCC(=O)N2CCCCCC2)c1 | -9% | -2 | -2% | ?
CC(=O)c1ccc(N2CCN(C(=S)Nc3cc(C)ccc3C)CC2)cc1 | -4% | 0 | · | -90*
CC1CC(C)CN(S(=O)(=O)c2ccc(Oc3ccc([N+](=O)[O-])cc3)cc2)C1 (stereo not drawn) | -1% | · | · | ?
Cc1ccc(NC(=O)/C(Cl)=C/c2ccccc2)cc1C | -4% | · | · | -18
CCc1ccc(NC(=S)Nc2ccc3cn[nH]c3c2)cc1 | 0% | · | · | 11
O=C(Nc1ccccc1)c1cc(S(=O)(=O)N2CCOCC2)cs1 | 0% | 4 | 6% | -23
COc1cc(NC(=O)c2cccs2)c(C(=O)OCC(=O)c2cc(C)n(-c3ccccc3)c2C)cc1OC | 5% | · | · | -11

The list goes on:
SMILES | ALOX12 inhib | IMPase cell inh | ALOX15B inhib | PNC assembly inh
COc1cccc(CNC(=O)Cn2nc(-c3ccc(Cl)cc3)ccc2=O)c1 | -7% | 4 | 3% | ?
COc1ccc(C2C(CC(=O)O)=C(O)C(=O)N2c2ccccc2)cc1 (stereo not drawn) | -21% | 0 | -11% | ?
CCOc1ccc(-c2cc(CCCC(=O)NCc3ccco3)no2)cc1 | 5% | 14 | · | -21
Cc1ccccc1OCC(=O)Nc1ccc2c(c1)C(=O)c1ccccc1C2=O | -4% | · | · | 44
CCCCN(CC)C(=S)Nc1ccc2nc3n(c(=O)c2c1)CCCCC3 | -1% | · | · | 41
CCc1ccc(/C=N/NC(=O)c2cc(C3CC3)nc3ccccc23)s1 | -15% | 2 | 8% | ?
Cc1cc(C)n2c(SCc3ccc(C#N)cc3)nnc2n1 | -3% | -2 | 2% | 28
NC(=O)CSc1nnc(C2CC2)n1Cc1ccccc1 | -5% | 1 | 5% | 15
CC(=O)Nc1ccc(NS(=O)(=O)c2cn(C)c(=O)n(C)c2=O)cc1 | -3% | -1 | -7% | -29
CCCNS(=O)(=O)c1ccc(CCC(=O)N2CCN(c3ccc(OC)cc3)CC2)cc1 | -9% | 5 | 4% | 1
CC(C)(C)C1CCc2onc(C(=O)Nc3cnn(Cc4ccc(F)cc4)c3)c2C1 (stereo not drawn) | -2% | 6 | 1% | ?
O=C(/C=C/c1ccc(-c2ccccc2[N+](=O)[O-])o1)c1ccc(F)cc1 | -11% | 4 | -11% | 95
COc1ccc(N2CC(NC(=O)NC(C)(C)C)CC2=O)cc1 (stereo not drawn) | 0% | 6 | · | ?
O=C(Nc1ncnc2c1CCC2)C12CC3CC(CC(C3)C1)C2 | 7% | 7 | 1% | ?
CC(Cc1ccccc1)NC(=O)C1(c2ccccc2)CCOCC1 (stereo not drawn) | 0% | 16 | 2% | ?
O=C1CCC(c2ccc(-n3ccnc3)cc2)=NN1 | -3% | 1 | 3% | ·
Cc1ccc(S(=O)(=O)N2CCC(O)(c3cccnc3)CC2)cc1 | -4% | 8 | -4% | 7
Cc1cccc(-c2nc(C#N)c(N3CCCCCC3)o2)c1 | -4% | -2 | -3% | -30
C=CCOc1ccc(C2N3CC4(C)CN2CC(CCC)(C3)C4=O)cc1 (stereo not drawn) | -3% | 1 | 10% | -8
CC(=O)OCC(=O)[C@@]1(O)CCC2C3CC[C@H]4CC(O)CC[C@@]4(C)C3C(=O)C[C@]21C (stereo partly drawn) | 2% | · | 3% | ·
COc1cccc(CNC(=O)C23CN(Cc4ccccc4)CC2C(c2ccc([N+](=O)[O-])cc2)=NO3)c1 (stereo not drawn) | 5% | 4 | -2% | 62
O=c1cc(/C=C/c2cccs2)[nH]c2ccccc12 | 1% | -2 | -18% | 26
O=C1CC(c2ccco2)Cc2nc(NCC3CCCO3)ncc21 (stereo not drawn) | 0% | 1 | -1% | 29
CCC1=NC(c2ccc(OC)c(OC)c2)N(O)C1(C)C (stereo not drawn) | 1% | · | · | -26
Cc1nn(C)cc1C1C(C#N)=C(N)N(c2cccnc2)C2=C1C(=O)CCC2 (stereo not drawn) | -1% | · | · | -9

Next records follow.
SMILES | ALOX12 inhib | IMPase cell inh | ALOX15B inhib | PNC assembly inh
Cc1nc2ccc(NC(=O)N(C)c3ccccc3)cc2s1 | 2% | · | · | ?
COc1ccc(/C=N/NC(=O)c2ccn[nH]2)cc1COc1ccc(F)cc1 | -8% | -2 | 27% | -24
CCn1c(CNc2nc(-c3ccccc3)cs2)nnc1SCC(=O)NCc1ccccc1 | -3% | 4 | · | ?
CC(C)Cc1cc(C(=O)O)n[nH]1 | 3% | -10 | 0% | 40
O=C(Cc1ccc(S(=O)(=O)N2CCOCC2)s1)Nc1ccc2c(c1)CCC2 | -7% | 2 | 7% | 9
Cc1ccc(-n2nc(C)c(NC(=O)CCl)c2C)cc1C | -1% | · | · | 47
